Screening results as filed in PubChem BioAssay.
Wnt bcat act – activates Wnt/beta-catenin signaling in a reporter cell assay. activator, plate reader. activation, % at 9.35 µM. actives 1.2% (n = 300,000). AID 743398; in the data active = activation above about 30%, passing the limit was not always enough; inconclusive = no clear call, values can overlap the other calls;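 also: 0% = neutral control wells and 100% = positive control wells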
DAGLB inh – diacylglycerol lipase beta (human) inhibition; HEK293T DAGLB membrane lysate, EnzChek fluorogenic substrate; inhibition, % at 5.17 µM; actives 0.059% (n = 340,000); in the data active = inhibition above about 34%;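 also: 0% = enzyme with vehicle and 100% = wells lacking enzyme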
Target sequence (Q8NCG7 whole entry, looked up): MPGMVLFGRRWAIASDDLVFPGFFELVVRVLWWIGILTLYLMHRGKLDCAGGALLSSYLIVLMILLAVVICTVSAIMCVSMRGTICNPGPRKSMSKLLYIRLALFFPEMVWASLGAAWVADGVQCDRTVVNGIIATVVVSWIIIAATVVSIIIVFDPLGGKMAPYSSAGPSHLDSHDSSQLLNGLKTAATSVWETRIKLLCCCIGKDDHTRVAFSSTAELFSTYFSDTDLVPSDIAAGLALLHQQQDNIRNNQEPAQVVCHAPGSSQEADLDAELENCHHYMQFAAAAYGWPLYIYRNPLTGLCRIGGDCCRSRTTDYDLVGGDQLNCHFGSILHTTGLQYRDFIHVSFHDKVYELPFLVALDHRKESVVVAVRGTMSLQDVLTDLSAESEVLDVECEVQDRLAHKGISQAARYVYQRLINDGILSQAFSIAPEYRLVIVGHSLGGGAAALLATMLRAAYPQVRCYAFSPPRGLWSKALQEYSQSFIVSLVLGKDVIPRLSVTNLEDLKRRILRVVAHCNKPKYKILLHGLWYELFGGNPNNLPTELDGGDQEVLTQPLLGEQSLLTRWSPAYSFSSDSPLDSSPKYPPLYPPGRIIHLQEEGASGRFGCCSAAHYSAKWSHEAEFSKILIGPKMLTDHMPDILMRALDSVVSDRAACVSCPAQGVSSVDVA
Rtt109 Vps75 – inhibitors of Candida albicans Rtt109/Vps75 histone acetyltransferase; Q5AAJ8; purified Rtt109/Vps75, ThioGlo CoA-SH fluorescence, 4 h; inhibition, % at 34.9 µM; actives 0.16% (n = 330,000);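 active = inhibition of at least 50% in every replicate; inconclusive = best replicate reaches 50% inhibition but some replicates fall short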
Target sequence (Q5AAJ8 whole entry, looked up): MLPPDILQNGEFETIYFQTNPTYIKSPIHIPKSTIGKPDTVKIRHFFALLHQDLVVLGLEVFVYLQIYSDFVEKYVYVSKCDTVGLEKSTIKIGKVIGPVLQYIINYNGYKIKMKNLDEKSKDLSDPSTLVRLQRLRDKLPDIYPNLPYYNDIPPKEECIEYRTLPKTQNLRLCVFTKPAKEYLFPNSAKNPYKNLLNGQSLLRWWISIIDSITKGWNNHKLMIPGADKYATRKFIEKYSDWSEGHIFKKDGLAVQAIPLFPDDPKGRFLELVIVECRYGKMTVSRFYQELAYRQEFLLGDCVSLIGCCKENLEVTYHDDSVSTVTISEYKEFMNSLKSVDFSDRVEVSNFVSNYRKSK
AddAB inh – less growth of phage-infected E. coli with AddAB; E. coli expressing H. pylori AddAB, absorbance growth; actives 0.29% (n = 330,000); inhibition, % at 11.9 µM; in the data active = inhibition above about 12%;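 also: 0% = vehicle wells of infected cells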
PfHsp90 set2 – reduces growth (ATP signal) of yeast expressing P. falciparum Hsp90; S. cerevisiae expressing PfHsp90, BacTiter-Glo ATP, 48 h; yeast lacking PDR1 and PDR3 efflux regulators; actives 0.32% (n = 310,000); AID 504621; inhibition, % at 9.4 µM;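 active = every replicate shows inhibition above about 80%, whatever the replicate mean, limit read from the data; inconclusive = mean inhibition reaches the set limit but some replicate falls short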;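 also: 0% = DMSO neutral controls and 100% = 20 µM radicicol positive controls; yeast relying on Plasmodium falciparum Hsp90 in place of its own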
Tat export inh – inhibitors of E. coli Tat protein transport | E. coli MC4100 TorA-mCherry Tat export, fluorescence | inhibition, % at 10 µM | actives 0.036% (n = 340,000);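 active = mean replicate inhibition at least 50% and at least half of replicates individually reaching 50%; inconclusive = only one of the two criteria met; inactive = neither criterion met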;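 also: exported cargo escapes ClpAP degradation while cytoplasmic cargo is degraded and loses fluorescence; 0% = median of neutral control wells and 100% = median of NaSCN control wells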
Ecoli viability – bacterial growth inhibition, counter-screen for AddAB inhibitors; actives 0.27% (n = 330,000); AID 449728; inhibition, % at 11.9 µM; E. coli V3065 growth, OD600 absorbance, 18 h;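 active = inhibition above the campaign's mean inhibition across all tested compounds plus 3 SD, cut at about 9.9% in these data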;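 also: uninfected addAB+ strain grown without phage in ampicillin broth; 0% = DMSO wells and 100% = ciprofloxacin 0.95 µg/ml wells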
CAL PDZ inh – human CAL PDZ-peptide interaction inhibition. actives 0.02% (n = 330,000). purified CAL PDZ, TMR-peptide fluorescence polarization, 1 h. inhibition, % at 20 µM;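 active = highest replicate inhibition of at least 40%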;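 also: plate controls were DMSO neutral control wells for no effect and unlabeled competitor peptide control wells for full effect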
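material = purified tagged CAL PDZ domain construct (CerCALP) | buffer or medium = sodium phosphate/NaCl buffer pH 7.4 with TCEP, IgG, Thesit | reagent = TMR-labelled reporter peptide T*-PRC34 bound in PDZ groove | incubation = 1 h room-temperature incubation prior to read | measured by = fluorescence polarization (mP) | evaluation = percent inhibition from loss of millipolarization | control set = unlabelled peptide and DMSO controls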
PvdQ acylase – blocks Pseudomonas aeruginosa PvdQ acylase activity; purified PvdQ acylase, fluorescence plate reader; inhibition, % at 10 µM; actives 0.063% (n = 340,000); AID 488965; in the data active = inhibition above about 30%, passing the limit was not always enough; inconclusive = no clear call, values can overlap the other calls;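 also: 0% = vehicle neutral wells and 100% = reference inhibitor wells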
phage Ecoli inh – E. coli growth loss with phage present | growth absorbance | inhibition, % at 11.9 µM | actives 0.26% (n = 360,000) | AID 651602; in the data active = inhibition above about 11%
Starred values were filed as active, the others as inactive; ? = inconclusive; · = no result given; & = joins results of further samples. Outcome played no part in choosing rows. Share with any hit: about 1.9%.

SMILES	Wnt bcat act	DAGLB inh	Rtt109 Vps75	AddAB inh	PfHsp90 set2	Tat export inh	Ecoli viability	CAL PDZ inh	PvdQ acylase	phage Ecoli inh
CNC(=S)N/N=C/C1=CCC2CC1C2(C)C (stereo not drawn)	-3	-2	3	0.8	-1	6	-1.5	-0.6	5	3.8
CCC(C)NC(=O)NC(=O)CSc1nnc(-c2ccccc2F)n1C1CC1 (stereo not drawn)	-3	2	6	1.8	8	8	0.8	-3.4	-3	-1.4
CC(NC(=O)N1CCN(c2ccccc2F)CC1)c1ccc(F)c(F)c1 (stereo not drawn)	3	-6	-7	3.3	-8	-4	-1.5	-2.1	-3	1.7
CSCCC(NC(=O)COc1ccccc1)C(=O)OCc1ccc(Cl)cc1 (stereo not drawn)	-3	-2	-1	·	7	8	·	-2.3	-21	4.1
COc1ccccc1NC(=S)N1CCN(C(=O)C2CCCO2)CC1 (stereo not drawn)	2	-1	?	-0.4	13	11	2.9	-1.9	9	0.8
Clc1ccccc1OCCCOc1cccc2cccnc12	17	-7	-9	0.9	10	18	-0.3	-0.8	0	1.3
Cn1ncc(Br)c1C(=O)NC1CCCCCCC1	0	0	-9	·	2	1	·	-2.0	-7	-0.6
O=S(=O)(Nc1cc(Cl)ccc1N1CCCCC1)c1cccs1	-5&-5	-5	-1	0.6	32	9	-1.6	-0.6	-19	-0.9
COc1ccc(-c2nc3ccccc3c(C(=O)Nc3ccc(S(=O)(=O)Nc4cc(C)on4)cc3)c2C)cc1	·	4	-1	1.8	-17	1	0.4	-0.6	9	·
CC(C(=O)NCC(=O)Nc1ccc(F)c(F)c1F)N1CCN(Cc2ccc(C#N)cc2)CC1 (stereo not drawn)	-5	1	0	-0.2	·	7	1.4	-0.5	-7	1.7
CCN1CCN(Cc2nnc(-c3ccc(C)cc3)o2)CC1	-4	-2	9	0.2	5	-1	-0.6	0.1	-1	0.6
CCn1nnnc1SCC(=O)N1CCN(c2ccccc2)CC1	1	·	23	2.1	10	1	1.1	-1.7	8	3.5
O=C(Nc1cccc(S(=O)(=O)NC2=NCCC2)c1)c1ccc(=O)[nH]c1	-3	3	1	2.5	-14	1	0.1	0.3	3	0.0
COc1cc(C2C(C(=O)c3ccco3)=C(O)C(=O)N2CCc2ccccc2)ccc1O (stereo not drawn)	-4	2	9	0.8	0	-1	-3.5	-3.8	-10	2.5
CC1CN(C(=O)c2ccc(-c3ccccc3Cl)o2)CC(C)O1 (stereo not drawn)	3	-4	10	-1.8	·	1	-0.4	-3.9	18	0.2
COc1ccc(S(=O)(=O)NC(Cc2cnc[nH]2)C(=O)O)cc1 (stereo not drawn)	0	-4	-1	2.7	8	-4	-1.4	-0.3	-12	0.5
COc1ccc(CCNC(=O)CC2SC(=NCc3ccccc3OC)NC2=O)cc1 (stereo not drawn)	-2	-1	13	-0.2	·	6	-0.2	-1.8	15	0.3
COc1cccc(CN(C)C(=O)CSC(C)C(=O)Nc2cc(C)on2)c1OC (stereo not drawn)	-1	3	2	-0.2	-9	-1	1.7	-1.8	-12	-2.1
C/C(=N\NC(=O)c1nnn(-c2nonc2N)c1C(C)C)c1ccncc1	1	0	-1	-0.8	42	0	-0.6	·	-5	-1.9
O=C(NCCc1ccccc1)C1CCC(Cn2c(=O)c3ccccc3n(Cc3cccc(Cl)c3)c2=O)CC1 (stereo not drawn)	-3	-3	·	-1.9	11	5	0.1	-2.4	3	0.1
COc1ccc(CNCC(O)(c2ccccc2)c2ccc(Cl)cc2)cc1 (stereo not drawn)	-2	-7	-3	7.1	-8	-3	2.4	-0.4	-6	3.9
Cc1cc(C)n2nc(C(=O)NCC(=O)Nc3ccc(F)c(F)c3)nc2n1	-1	0	-5	2.2	·	-1	1.6	0.2	-10	0.5
CCc1cc(C(=O)N2CCc3c([nH]c4ccccc34)C2c2ccc(OC)cc2F)no1 (stereo not drawn)	4	-5	-2	7.6	-19	4	2.1	-0.3	20	2.6
Cc1cccc(NC(=S)N(C)C2(c3ccccc3Cl)CCCCC2=O)c1 (stereo not drawn)	-8	2	2	3.3	12	-4	0.5	-1.1	-2	3.1
C(#Cc1ccccc1)CN1CCCCC1	0	-2	-8	1.7	0	-8	1.9	-1.5	-9	5.1

New compounds follow:
SMILES	Wnt bcat act	DAGLB inh	Rtt109 Vps75	AddAB inh	PfHsp90 set2	Tat export inh	Ecoli viability	CAL PDZ inh	PvdQ acylase	phage Ecoli inh
COC(=O)c1cc(S(=O)(=O)N2CCN(c3ccc([N+](=O)[O-])cc3)CC2)c[nH]1	-2	1	0	3.4	5	0	-0.5	-3.7	-4	1.6
FC(F)(F)c1ccccc1NC(=S)Nc1ccccc1	-1	-2	1	-3.6	6	-11	-1.9	·	16	-0.5
Cc1ccc(Cl)cc1N1CCN(C(=O)C(C)n2ncn3cccc3c2=O)CC1 (stereo not drawn)	0	-1	22	-4.2	-10	0	-1.8	-0.3	5	2.5
CC(OC(=O)c1ccc(-n2cnnn2)cc1)C(=O)NCc1ccccc1 (stereo not drawn)	·	-2	-7	-1.7	-3	-3	-1.9	-0.6	-10	0.2
COc1cc2c(cc1OC)C(C)N(C(=O)C1COc3ccccc3O1)CC2 (stereo not drawn)	-1	-7	-15	3.5	-81	-3	-0.5	-0.1	-10	2.8
CCCNS(=O)(=O)c1ccc(CCC(=O)NCCc2ccc(OC)c(OC)c2)cc1	0	0	2	1.2	-1	-8	-2.0	-0.2	-9	0.9
CCOC(=O)C1(Cc2ccc(OC)cc2)CCN(C(=O)c2cncs2)CC1	6	-1	-5	2.4	4	-12	0.4	-3.0	-12	3.5
CC(OC(=O)c1ccc([N+](=O)[O-])o1)C(=O)NC1CCCCC1C (stereo not drawn)	1	2	-5	2.9	-15	-11	1.9	0.7	-10	3.1
CCOC(=O)c1c(CSc2ccccc2)n(C)c2ccc(O)c(CN3CCOCC3)c12	-1	0	-7	-3.7	-1	4	-2.5	-0.8	3	1.4
O=C(CCC1CCN(Cc2ccc(Cl)cc2)CC1)NC1CC1	1	1	9	4.3	3	1	0.3	1.1	1	0.3
COc1ccc(S(=O)(=O)N2CCOCC2)cc1N(C)S(=O)(=O)c1ccc(C)cc1	5	2	-4	1.8	-9	-2	-0.1	-2.8	-4	-1.7
COc1cccc(Nc2nc(NCCO)c3ccccc3n2)c1	·	0	-8	-1.3	4	0	-3.5	-7.0	1	0.1
CCNc1nc(NCC)nc(SCC(C)=O)n1	-2	-1	6	2.5	-6	-8	-1.0	-3.3	-9	3.6
CC1CCCCN1C(=O)COC(=O)c1ccc(N2CCCC2=O)cc1 (stereo not drawn)	-2	1	-6	0.5	-3	-10	2.6	0.6	-5	7.4
Cc1cccc2c1c(N=NC(N)=S)c(O)n2C1OC(CO)C(O)C(O)C1O (stereo not drawn)	-1	-2	0	1.9	0	-2	1.3	-4.0	-5	3.2
Cc1onc(-c2c(Cl)cccc2Cl)c1C(=O)ONC(=O)c1cc(C(F)(F)F)cc(C(F)(F)F)c1	-1	0	-3	0.9	-6	-3	0.3	0.4	18	0.9
CC1(C(=O)NCc2cccnc2)CCC(=O)N1CCc1ccccc1 (stereo not drawn)	0	0	-2	1.7	-17	1	3.0	-3.4	-8	1.6
C(=N\Nc1ncnc2nc[nH]c12)/c1cccs1	61*	1	15	3.9	-30	-5	1.1	-1.9	-1	2.2
CCCn1c(NC(=O)c2ccc(C)cc2)nc2ccccc21	2	-8	3	4.5	2	0	-0.6	-0.2	14	4.0
CO/N=C/C(C#N)=C/c1cc(C(=O)c2ccc(F)cc2)cn1C	·	-3	-6	-1.4	-5	-2	-2.9	-0.5	2	2.4
O=[N+]([O-])c1ccc(O)c(C2CCCCC2)c1	-1	-2	-3	·	108*	-5	·	-0.2	-5	12*
O=C(C1CCC(CNS(=O)(=O)c2ccccc2)CC1)N1CCCCC1 (stereo not drawn)	0	-5	4	1.9	-9	-2	-1.0	-0.9	-2	0.2
COc1cc(C(=O)OCc2nc3ccsc3c(=O)[nH]2)c([N+](=O)[O-])cc1OC	-13	3	7	2.8	6	1	1.6	0.2	3	1.6
CCO/C=N/c1c(C#N)c2c(c(=S)n1C)COC(C)(C)C2	·	2	8	2.6	2	-5	-0.1	-0.8	-7	0.7
CS(=O)(=O)N(CC(=O)N1CCN(c2ccccc2F)CC1)c1ccc2c(c1)OCCO2	-18	0	10	-0.2	-1	4	3.8	-2.5	-11	1.1

(cont.)
SMILES	Wnt bcat act	DAGLB inh	Rtt109 Vps75	AddAB inh	PfHsp90 set2	Tat export inh	Ecoli viability	CAL PDZ inh	PvdQ acylase	phage Ecoli inh
COc1ccc([C@H]2CC(=O)C=C(c3ccc4c(c3)OCO4)C2)cc1	10	-3	-4	1.8	-11	-16	-1.2	-3.1	3	3.4
CC(=O)Cc1nsc(NC(=O)c2ccccc2)n1	·	-1	5	-1.3	9	2	1.8	0.9	-2	0.6
Cc1ccc(NC(=O)CNC(=O)c2ccco2)cc1	13	-4	-8	-1.7	3	-3	-0.5	-0.3	3	1.8
c1ccc2c(c1)CCN(C1=Nc3cccc4cccc1c34)C2	8	3	-58	·	-16	8	·	-1.7	-8	4.5
Cc1cccc(-n2cc(-c3ccccc3)c3c(N4CCOCC4)ncnc32)c1	0	-8	-5	2.4	-22	7	2.9	-0.4	-16	-1.1
CCn1c(COc2ccc(C)cc2)nnc1SCC(=O)NCc1ccco1	-1	-1	-12	3.3	-32	-3	1.7	0.3	-27	2.7

Some of these compounds in order of length of the SMILES, highest first:
SMILES	Wnt bcat act	DAGLB inh	Rtt109 Vps75	AddAB inh	PfHsp90 set2	Tat export inh	Ecoli viability	CAL PDZ inh	PvdQ acylase	phage Ecoli inh
COc1cc(C(=O)OCc2nc3ccsc3c(=O)[nH]2)c([N+](=O)[O-])cc1OC	-13	3	7	2.8	6	1	1.6	0.2	3	1.6
CS(=O)(=O)N(CC(=O)N1CCN(c2ccccc2F)CC1)c1ccc2c(c1)OCCO2	-18	0	10	-0.2	-1	4	3.8	-2.5	-11	1.1
COc1ccc([C@H]2CC(=O)C=C(c3ccc4c(c3)OCO4)C2)cc1	10	-3	-4	1.8	-11	-16	-1.2	-3.1	3	3.4
O=C(C1CCC(CNS(=O)(=O)c2ccccc2)CC1)N1CCCCC1 (stereo not drawn)	0	-5	4	1.9	-9	-2	-1.0	-0.9	-2	0.2
CCO/C=N/c1c(C#N)c2c(c(=S)n1C)COC(C)(C)C2	·	2	8	2.6	2	-5	-0.1	-0.8	-7	0.7
c1ccc2c(c1)CCN(C1=Nc3cccc4cccc1c34)C2	8	3	-58	·	-16	8	·	-1.7	-8	4.5
O=[N+]([O-])c1ccc(O)c(C2CCCCC2)c1	-1	-2	-3	·	108*	-5	·	-0.2	-5	12*
CC(=O)Cc1nsc(NC(=O)c2ccccc2)n1	·	-1	5	-1.3	9	2	1.8	0.9	-2	0.6
